Compound activity: PubChem BioAssay, several laboratories
OXTR potentiate: potentiates the human oxytocin receptor response; CHO-OTR cells, Fluo-8 calcium fluorescence, potentiator mode; 0% = oxytocin EC15, 100% = EC100; activation, % at 3 µM; actives 0.061% (n = 320,000); P30559; AID 2445;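 active = activation above that plate's cutoff, the mean activation of tested compounds plus 3 SD, cut at about 6.6% in these data, passing the limit was not always enough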;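 note: 100% uses oxytocin at 75 nM as the full agonist control; some results filed as inactive read as strong as hits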
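Assay system: CHO-OTR cells, human receptor / Also added: oxytocin at about EC15, sub-maximal agonist stimulus / Dosing: single dose, 3.0 µM nominal final compound concentration / Incubation: 6 min pre-incubation, 100 s read / Technique: Fluo-8 calcium dye fluorescence / Read-out: % activation vs EC15 and EC100 oxytocin / Benchmarks: EC15 oxytocin low, 75 nM oxytocin high / Replicates: singlicate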
OXTR ag: agonists of human oxytocin receptor; AID 2435; actives 0.32% (n = 320,000); P30559; activation, % at 3 µM; CHO-OTR cells, Fluo-8 calcium fluorescence; normalized: DMSO 0%, oxytocin 100%;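 active = activation above the mean of all tested compounds plus 3 SD, cutoff set per screening run, cut at about 20% in these data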;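 note: peak over basal fluorescence ratio from a 100 s FLIPR kinetic read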
M18AAP inhibitor: PfM18AAP enzyme inhibition. recombinant PfM18AAP, H-Glu-NHMec fluorogenic cleavage. inhibition, % at 7.35 µM. actives 1.2% (n = 290,000);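 active = inhibition above the campaign mean inhibition over all tested compounds plus 3 SD, cut at about 28% in these data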;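 note: 0% = plate median of test compound wells and 100% = 2 mM ZnCl2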
MEKK2mut PB1 HTS: signal of MEK5 binding to mutant human MEKK2 PB1 domain. bead flow cytometry, Alexa488-MEK5 binding to MEKK2 mutant. percent response, % at 10 µM. actives 0.35% (n = 290,000). AID 1530; in the data active = percent response above about 24%, passing the limit was not always enough; note: inactives centre near 1; some results filed as inactive read as strong as hits; reference of the scale not given here
V1aR counter: activates human V1a receptor in oxytocin agonist counter-screen | P37288 | CHO-V1R cells, Fluo-8 calcium fluorescence, agonist mode; 0% DMSO, 100% 3 nM vasopressin | activation, % at 3 µM | actives 0.25% (n = 320,000) | AID 2797;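 active = activation above the mean activation of all tested compounds plus 3 SD, per screening run, cut at about 20% in these data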;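 note: signal is peak over basal fluorescence ratio across a 100 second FLIPR read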
Target sequence (P37288 whole entry, looked up): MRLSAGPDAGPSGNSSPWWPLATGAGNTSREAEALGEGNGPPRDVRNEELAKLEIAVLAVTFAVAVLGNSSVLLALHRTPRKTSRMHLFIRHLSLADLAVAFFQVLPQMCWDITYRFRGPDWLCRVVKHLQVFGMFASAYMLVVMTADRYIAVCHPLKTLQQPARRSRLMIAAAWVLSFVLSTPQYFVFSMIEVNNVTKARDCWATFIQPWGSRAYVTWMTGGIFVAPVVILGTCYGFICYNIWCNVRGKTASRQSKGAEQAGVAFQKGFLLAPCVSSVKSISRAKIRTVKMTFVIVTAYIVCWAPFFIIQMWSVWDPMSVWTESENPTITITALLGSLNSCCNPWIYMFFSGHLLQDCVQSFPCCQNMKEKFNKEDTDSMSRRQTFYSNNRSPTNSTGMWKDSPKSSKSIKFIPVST
MEKK2 WT-MEK5: raises or lowers MEK5 binding to wildtype human MEKK2 PB1 domain; actives 1.1% (n = 290,000); AID 1531; Q9Y2U5; binding response (% of control), % at 10 µM; bead flow cytometry, Alexa488-MEK5 binding to MEKK2 WT; actives lie on both sides; in the data active = binding response below about 67% or above about 130%
NALP1 inh: NALP1 inhibition. S. cerevisiae NALP1/ASC/caspase-1 growth, X-gal OD620, 72 h. inhibition, % at 10 µM. actives 0.61% (n = 280,000). AID 2071; in the data active = inhibition mostly above about 24%, no sharp cut-off; inactive = mostly below about 32%; note: some compounds called inactive have numbers as strong as hits
GalR3 antagonist: blocks the human galanin receptor 3. O60755. HEK293 GalR3-CNG cAMP membrane potential fluorescence; galR3 body fused to GalR1 C-terminus. inhibition, % at 3 µM. actives 0.44% (n = 360,000). AID 651719;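 active = inhibition above the screen-wide average plus 3 SD, cut at about 13% in these data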;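 note: forskolin and galanin both at EC90 stimulate the cells; cAMP rise reported by CNG channel membrane potential dye signal; 0% = forskolin plus galanin with DMSO and 100% = forskolin alone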
Target sequence (O60755 1-299 limits assumed): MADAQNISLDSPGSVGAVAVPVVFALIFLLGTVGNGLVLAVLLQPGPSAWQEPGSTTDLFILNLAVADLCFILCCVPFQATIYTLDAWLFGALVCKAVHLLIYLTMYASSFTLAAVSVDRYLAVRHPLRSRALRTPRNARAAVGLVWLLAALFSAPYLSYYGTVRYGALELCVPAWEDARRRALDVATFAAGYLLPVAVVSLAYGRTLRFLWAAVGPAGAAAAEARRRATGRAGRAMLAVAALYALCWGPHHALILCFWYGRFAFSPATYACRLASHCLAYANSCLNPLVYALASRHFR
GPR7 antagonist: antagonists of human GPR7 (neuropeptides B/W receptor 1). P48145. GPR7-expressing cells, fluorescence antagonist assay. inhibition, % at 4.4 µM. actives 1.1% (n = 290,000). AID 1861; in the data active = inhibition above about 16%, passing the limit was not always enough;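 note: cells stimulated with the agonist NPW; 0% = agonist with vehicle and 100% = vehicle without agonist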
Target sequence (P48145 whole entry, looked up): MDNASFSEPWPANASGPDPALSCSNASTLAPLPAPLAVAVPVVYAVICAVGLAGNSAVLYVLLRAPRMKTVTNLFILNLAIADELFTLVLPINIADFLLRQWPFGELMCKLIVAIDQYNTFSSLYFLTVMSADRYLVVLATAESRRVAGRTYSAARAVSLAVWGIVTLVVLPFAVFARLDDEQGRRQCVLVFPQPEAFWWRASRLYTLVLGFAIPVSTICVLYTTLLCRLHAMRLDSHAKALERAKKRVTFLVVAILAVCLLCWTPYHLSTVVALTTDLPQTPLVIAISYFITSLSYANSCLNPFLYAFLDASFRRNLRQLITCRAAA
The depositor's hits bear a star; nt = no result given. Rows were taken by chance (roughly 4.1% active in at least one column).

The opening 11 entries, ahead of the listing:
SMILES	OXTR potentiate	OXTR ag	M18AAP inhibitor	MEKK2mut PB1 HTS	V1aR counter	MEKK2 WT-MEK5	NALP1 inh	GalR3 antagonist	GPR7 antagonist
Nc1cc(=O)n(Cc2ccccc2)c(=O)n1-c1ccc(Cl)cc1	2	0.8	16	-4	1.1	94	13	-1	-12
COc1ccccc1-c1c(C)nn2c(N3CCC4(CC3)OCCO4)cc(C)nc12	-1	-1.9	2	4	1.1	103	-12	0	-13
CC1CCCN(S(=O)(=O)c2ccc3c(c2)c(=O)nc2ccccn23)C1 (stereo unspecified)	0	-0.7	2	3	-0.4	101	5	-5	-13
O=C(Nc1ccc(S(=O)(=O)N2CCOCC2)cc1)C1CC1	-5	3.6	-7	-2	1.1	100	6	-7	-6
Cc1ccc(CN(C)CC(=O)NC(C)c2ccccc2)cc1 (stereo unspecified)	-1	-1.8	-2	-7	-0.6	94	26	-8	-9
CC(=O)N1CCC(O)(c2cccc(C(F)(F)F)c2)CC1	8	3.0	0	-15	1.1	82	17	-10	-2
Cc1ccc(NC(=O)NC2CCCCC2)cc1Cl	-1	2.4	9	5	3.3	107	3	-4	-3
Cc1ccc2[nH]c(=O)c(CN(CC3CCCO3)C(=O)c3ccncc3)cc2c1 (stereo unspecified)	-6	-0.4	-2	2	-1.1	98	1	0	-8
Cc1ccsc1C(=O)OCC(=O)NC1CCCC1	-1	0.4	nt	nt	1.0	nt	nt	-2	nt
O=C(COC(=O)c1cc(S(=O)(=O)N2CCOCC2)ccc1O)NCCc1ccccc1	-12	0.3	-4	8	0.1	107	7	-1	3
CCCC(C)C(=O)Nc1cc([N+](=O)[O-])ccc1Cl (stereo unspecified)	0	-2.7	6	-2	-0.7	97	11	-6	-5

This part in full, repeating the preview:
SMILES	OXTR potentiate	OXTR ag	M18AAP inhibitor	MEKK2mut PB1 HTS	V1aR counter	MEKK2 WT-MEK5	NALP1 inh	GalR3 antagonist	GPR7 antagonist
Nc1cc(=O)n(Cc2ccccc2)c(=O)n1-c1ccc(Cl)cc1	2	0.8	16	-4	1.1	94	13	-1	-12
COc1ccccc1-c1c(C)nn2c(N3CCC4(CC3)OCCO4)cc(C)nc12	-1	-1.9	2	4	1.1	103	-12	0	-13
CC1CCCN(S(=O)(=O)c2ccc3c(c2)c(=O)nc2ccccn23)C1 (stereo unspecified)	0	-0.7	2	3	-0.4	101	5	-5	-13
O=C(Nc1ccc(S(=O)(=O)N2CCOCC2)cc1)C1CC1	-5	3.6	-7	-2	1.1	100	6	-7	-6
Cc1ccc(CN(C)CC(=O)NC(C)c2ccccc2)cc1 (stereo unspecified)	-1	-1.8	-2	-7	-0.6	94	26	-8	-9
CC(=O)N1CCC(O)(c2cccc(C(F)(F)F)c2)CC1	8	3.0	0	-15	1.1	82	17	-10	-2
Cc1ccc(NC(=O)NC2CCCCC2)cc1Cl	-1	2.4	9	5	3.3	107	3	-4	-3
Cc1ccc2[nH]c(=O)c(CN(CC3CCCO3)C(=O)c3ccncc3)cc2c1 (stereo unspecified)	-6	-0.4	-2	2	-1.1	98	1	0	-8
Cc1ccsc1C(=O)OCC(=O)NC1CCCC1	-1	0.4	nt	nt	1.0	nt	nt	-2	nt
O=C(COC(=O)c1cc(S(=O)(=O)N2CCOCC2)ccc1O)NCCc1ccccc1	-12	0.3	-4	8	0.1	107	7	-1	3
CCCC(C)C(=O)Nc1cc([N+](=O)[O-])ccc1Cl (stereo unspecified)	0	-2.7	6	-2	-0.7	97	11	-6	-5
COc1cccc(CN2CCNC(=O)C2CC(=O)N(C)CC2CCOCC2)c1OC (stereo unspecified)	-3	-0.4	10	-2	-0.1	97	2	-6	4
O=C(NC1CCCC1)C(c1ccc(N2CCOCC2)cc1)N(C(=O)c1ccco1)c1ccccc1F (stereo unspecified)	-6	-1.8	-1	-7	-0.7	89	12	-6	7
CCC(=O)Oc1ccc(C(=O)Nc2ccccc2C(=O)NCC(C)C)cc1	-5	-2.2	-13	-2	-0.2	93	5	-3	1
COc1ccc(NC(=O)CCCNC(=O)Cn2cnc3sc(C)c(C)c3c2=O)cc1Cl	3	0.6	-1	-4	0.7	98	16	-4	-20
COc1ccc(/C=C2\CCc3ccccc3C2=O)cc1OC	-3	-0.8	-5	-1	0.9	91	-3	-4	-11
COc1ccc(S(=O)(=O)N2CCCCCC2)cc1C(=O)N(C)Cc1ccc(OC)c(OC)c1OC	-8	-1.1	nt	nt	0.8	nt	nt	1	nt
Cc1c(C(=O)NC2CCCc3ccccc32)oc2ccc(S(=O)(=O)N3CCCC3)cc12 (stereo unspecified)	-4	-1.2	-9	2	-0.7	99	19	0	-7
COC(=O)c1c(NC(=O)c2c(Cl)cnn2C)sc(C)c1C	-18	-0.7	4	-2	-0.1	96	9	-8	0
CCOc1ccc(S(=O)(=O)Nc2ccn(C)n2)cc1	4	0.3	nt	nt	0.4	nt	nt	-7	nt
COc1ccc(C(=O)Nc2ccc(S(=O)(=O)N3CCCC3)cc2)cc1	-5	-0.4	2	2	1.0	101	7	-1	2
CCOc1ccc(-c2ccc(NS(=O)(=O)c3ccc([N+](=O)[O-])cc3)cc2)nn1	-1	1.7	3	10	4.6	102	1	-8	12
CC(=O)Nc1c2c(nn1-c1ccc(F)cc1)CSC2	-5	0.1	-7	7	0.2	107	18	-1	-6
COc1ccccc1NC(=O)[C@H](COCc1ccccc1)NC(=O)OC(C)(C)C	-16	-2.2	0	0	-1.4	87	-5	-3	6
C[C@@H]1CN([C@@H](C)CO)C(=O)c2cccc(NC(=O)Nc3ccc4c(c3)OCO4)c2O[C@H]1CN(C)S(=O)(=O)c1cn(C)cn1	-4	0.7	nt	nt	1.4	nt	nt	-4	nt

(listing goes on)
SMILES	OXTR potentiate	OXTR ag	M18AAP inhibitor	MEKK2mut PB1 HTS	V1aR counter	MEKK2 WT-MEK5	NALP1 inh	GalR3 antagonist	GPR7 antagonist
CC(=O)N1c2ccc(Cl)cc2C2C=CCC2C1c1cccc2ccccc12 (stereo unspecified)	-9	7.8	8	0	1.3	101	15	nt	7
CCOC(=O)C(CCCOc1ccccc1C)C(=O)OCC	-4	-1.4	-8	9	-1.2	105	6	6	-11
COCCNc1nc2c(c(=O)n(Cc3ccccc3F)c(=O)n2C)n1C	-8	-0.3	-1	12	0.0	107	16	-3	-20
Cn1c(=O)c2c(ncn2CC(=O)Nc2cc(S(=O)(=O)N3CCCCC3)ccc2Cl)n(C)c1=O	-4	-0.3	nt	nt	-0.8	nt	nt	-1	nt
COc1ccc(-n2c(C)cc(-c3csc(N)n3)c2C)cc1	3	0.4	7	2	-0.6	98	nt	-8	-13
COc1ccc(NC(=O)Nc2ccc3c(c2)CC(=O)N([C@H](C)CO)C[C@H](C)[C@H](CN(C)Cc2ccc(C(=O)O)cc2)O3)cc1	-6	0.4	nt	nt	0.1	nt	nt	0	nt
CCc1nc2ccccc2c(=O)n1NC(=O)c1c(O)c2ccccc2n(CC)c1=O	-9	14	-2	-3	8.0	93	-1	-4	-3
CC(C)Cc1csc(NC(=O)c2ccc(Cl)cc2)c1C(=O)O	-5	1.7	-8	10	3.1	112	26	-4	-2
CN(C)CCCOC(=O)c1ccc(Cl)cc1	-18	0.6	-13	nt	1.0	nt	29	-2	-3
COc1ccc(C(=O)/C=C2/C(=O)Nc3ccccc32)cc1	nt	nt	10	4	nt	106	14	-8	19
CCOc1ccc(C(=O)Nc2ccc(S(=O)(=O)N3CCN(C)CC3)cc2)cc1	-9	2.8	-8	3	1.8	106	15	-11	-21
Cc1cc2ccccc2n1CCNC(=O)COc1ccc2ccccc2c1	-10	-0.5	15	9	-0.4	105	36	nt	-4
C[C@@](Cc1ccc(O)c(O)c1)(NN)C(=O)O	nt	nt	11	-2	nt	99	28	2	1
Cc1ccc2[nH]c3c(=O)n(CC(=O)NCCCN4CCN(c5ccc(F)cc5)CC4)ncc3c2c1	6	0.8	3	3	0.9	110	12	-2	11
CCc1ccc(S(=O)(=O)NCCc2cn3ccc(C)cc3n2)s1	-4	-0.7	6	-14	0.1	81	0	-7	5
Cc1sc2ncnc(SCC(=O)NCC(C)C)c2c1C	-14	-1.9	10	-2	0.4	97	12	-2	-9
O=C(CSCc1ccc(Cl)cc1)Nc1cc([N+](=O)[O-])ccc1O	-13	17	8	-1	13	92	16	0	3
COc1cccc(CC(=O)Nc2cc(S(=O)(=O)N3CCOCC3)ccc2N2CCN(C)CC2)c1	-2	1.3	nt	nt	0.0	nt	nt	-6	nt
COc1ccc(NCc2nnc(SCC(=O)NCc3ccco3)n2-c2ccccc2OC)cc1	-3	-0.9	1	3	-0.2	105	-22	0	-10
Cc1cccc(N2CCN(C(=O)CCCOc3ccccc3)CC2)c1C	-15	-2.5	-4	1	-1.6	105	12	-8	1
Cc1sc2ncnc(SCC(=O)NC(=O)NCc3ccco3)c2c1C	-3	-1.6	7	-5	0.2	104	25	-6	-14
CN(C(=O)c1nc(-c2ccccc2)n(-c2ccccc2)n1)C1CCS(=O)(=O)C1 (stereo unspecified)	-1	-0.2	-2	5	0.1	102	14	-10	-1
COCCNC(=S)N/N=C1\CC(C)CC(C)(C)C1 (stereo unspecified)	2	0.1	12	-1	-0.3	104	-9	-1	-5
COc1ccc(OC)c(/C=N/NC(=O)c2ccncc2)c1	-11	-0.2	4	4	-0.4	104	9	-10	-9
COc1ccc(C2=CC3=C(Br)C(=O)C(C)(OC(=O)c4ccco4)C(=O)C3=CO2)cc1 (stereo unspecified)	-15	1.5	nt	0	1.2	95	-10	nt	nt

The list continues:
SMILES	OXTR potentiate	OXTR ag	M18AAP inhibitor	MEKK2mut PB1 HTS	V1aR counter	MEKK2 WT-MEK5	NALP1 inh	GalR3 antagonist	GPR7 antagonist
CC[C@@]12C(=O)N(c3ccccc3)C(=O)N1[C@H](c1cccc(C)c1)[C@@H]1C(=O)N(Cc3ccccc3)C(=O)[C@@H]12	3	0.0	-2	1	1.3	100	14	-6	-7
Cc1cc(N)c(NC2=CC(=O)CC(C)(C)C2)cc1C	-10	-1.3	4	1	-1.0	96	10	-4	0
CCN(CC(=O)Nc1ccccc1C(F)(F)F)C(=O)Cc1cccs1	-1	0.6	nt	nt	0.0	nt	nt	-7	nt
CCCOC(=O)c1ccc(OCC(O)Cn2c(C)nc3ccccc32)cc1 (stereo unspecified)	nt	nt	-1	nt	nt	nt	12	105*	-1
O=C(c1ccccc1)c1ccc2nc(-c3ccc(NC(=O)c4ccccc4F)cc3)[nH]c2c1	-19	1.3	2	-1	0.6	93	-4	-6	-15
O=C(NNC(=S)NC1CCCCC1)c1cccs1	1	0.8	10	4	-0.4	109	20	2	11
CCOC(=O)c1c[nH][nH]c1=O	-3	1.2	-2	4	1.0	98	-7	-9	-12
COc1ccccc1C(=O)C1CCCN(C(=O)CCC(=O)c2ccccc2)C1 (stereo unspecified)	-5	-2.0	-14	5	0.3	104	2	-2	-11
CCc1c(C)n([O-])c2c([n+]1=O)CCCCC2	-9	-0.5	-5	13	-0.6	107	9	2	3
